# Compound activity as filed in PubChem BioAssay.
# PAFAH1B3 inh = PAFAH1B3 enzyme inhibitors, primary screen, biochemical, fluorescence polarization, human | recombinant PAFAH1B3, FP-rhodamine probe | inhibition, % at 3.39 µM | 340,000 tested, 0.28% active;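 active means inhibition above the screen-wide average of all tested compounds plus 3 SD, cut at about 25% in these data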;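 further: 0% = enzyme with DMSO only and 100% = wells lacking PAFAH1B3 protein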
# LYPLA1 counter = LYPLA1 inhibitors, primary screen, counter-screen for PME1 inhibitor project, biochemical, fluorescence polarization, FP-Rh probe ABPP; Acyl-protein thioesterase 1 (Homo sapiens), O75608; recombinant LYPLA1; inhibition, % at 5.9 µM; 320,000 tested, 0.16% active; AID 2174, 2009;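 active means inhibition above the mean of all tested compounds plus 3 SD, set per campaign, cut at about 14% in these data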;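 further: inhibitors block serine hydrolase probe labeling of LYPLA1 so polarization falls; 0% = enzyme with DMSO and 100% = wells lacking LYPLA1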
# PREPL inh = PREPL enzyme inhibitors, primary screen, biochemical, fluorescence polarization; Prolyl endopeptidase-like (Homo sapiens), Q4J6C6; recombinant PREPL, fluorescence polarization activity-based probe; inhibition, % at 5.96 µM; 320,000 tested, 0.68% active; AID 2751, 2010; in the data active means inhibition above about 43%;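 further: 0% = enzyme with DMSO and 100% = wells lacking enzyme; many of its hits are not listed in these tables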
# PAFAH1B2 FP inh = PAFAH1B2 enzyme inhibitors, primary screen, biochemical, fluorescence polarization, human. Platelet-activating factor acetylhydrolase IB subunit alpha2 (Homo sapiens), P68402. inhibition, % at 3.39 µM. 340,000 tested, 1.2% active. recombinant PAFAH1B2, FP-rhodamine activity probe;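 active means inhibition above the mean of all tested compounds plus 3 SD, cut at about 24% in these data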;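 further: 0% = enzyme with DMSO and 100% = wells lacking PAFAH1B2; many of its hits are not listed in these tables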
# Target sequence (P68402 whole entry, looked up): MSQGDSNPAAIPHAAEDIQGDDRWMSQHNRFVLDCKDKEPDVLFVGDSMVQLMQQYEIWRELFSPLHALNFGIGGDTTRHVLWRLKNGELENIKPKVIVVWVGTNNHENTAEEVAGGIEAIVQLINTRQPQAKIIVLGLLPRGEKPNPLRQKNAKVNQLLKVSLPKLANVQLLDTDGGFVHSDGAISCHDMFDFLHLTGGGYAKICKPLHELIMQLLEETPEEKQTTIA
# LYPLA2 counter = LYPLA2 inhibitors, primary screen, counter-screen for PME1 inhibitor project, biochemical, fluorescence polarization, FP-Rh probe ABPP. Acyl-protein thioesterase 2 (Homo sapiens), O95372. recombinant LYPLA2. inhibition, % at 5.9 µM. 320,000 tested, 0.38% active. AID 2177, 2009;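 active means inhibition above the screen-wide mean plus 3 SD, limit set per campaign, cut at about 26% in these data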;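 further: 0% = LYPLA2 with DMSO and 100% = wells lacking LYPLA2 enzyme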
# pPAFAH inh = pPAFAH enzyme inhibitors, primary screen, biochemical, fluorescence polarization, human; Platelet-activating factor acetylhydrolase (Homo sapiens), Q13093; recombinant pPAFAH, FP-rhodamine probe fluorescence polarization; inhibition, % at 3.39 µM; AID 463082, 2010; 330,000 tested, 1.5% active;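 active means inhibition above the mean inhibition across the screen plus 3 SD, cut at about 25% in these data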;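 further: inhibitors block binding of the rhodamine activity-based probe so polarization drops; 0% = enzyme with DMSO and 100% = wells lacking pPAFAH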
# Target sequence (Q13093 whole entry, looked up): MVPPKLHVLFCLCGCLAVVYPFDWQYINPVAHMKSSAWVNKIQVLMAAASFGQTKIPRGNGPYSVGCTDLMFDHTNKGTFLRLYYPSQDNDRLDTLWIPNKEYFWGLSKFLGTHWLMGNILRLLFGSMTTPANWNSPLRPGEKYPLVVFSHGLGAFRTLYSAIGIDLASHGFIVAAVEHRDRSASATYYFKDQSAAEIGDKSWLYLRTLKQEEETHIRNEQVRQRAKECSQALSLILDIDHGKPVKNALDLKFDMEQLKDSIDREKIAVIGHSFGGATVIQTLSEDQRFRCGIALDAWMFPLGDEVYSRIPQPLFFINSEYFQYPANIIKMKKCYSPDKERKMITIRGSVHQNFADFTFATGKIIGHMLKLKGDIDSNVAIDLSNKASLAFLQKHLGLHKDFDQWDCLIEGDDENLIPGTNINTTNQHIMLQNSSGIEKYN
# EBNA-1 inh = EBNA-1 DNA-binding inhibitors, primary screen, biochemical, fluorescence polarization. inhibition, % at 14.8 µM. 300,000 tested, 0.34% active; in the data active means inhibition above about 28%
# ZTA DNA inh = counter-screen for EBNA-1 inhibitors: inhibitors of Epstein-Barr virus ZTA. AID 2234. 320,000 tested, 0.15% active. ZTA-DNA binding, fluorescence polarization. inhibition, % at 11 µM; in the data active means inhibition above about 33%
# Target sequence (P03206 whole entry, looked up): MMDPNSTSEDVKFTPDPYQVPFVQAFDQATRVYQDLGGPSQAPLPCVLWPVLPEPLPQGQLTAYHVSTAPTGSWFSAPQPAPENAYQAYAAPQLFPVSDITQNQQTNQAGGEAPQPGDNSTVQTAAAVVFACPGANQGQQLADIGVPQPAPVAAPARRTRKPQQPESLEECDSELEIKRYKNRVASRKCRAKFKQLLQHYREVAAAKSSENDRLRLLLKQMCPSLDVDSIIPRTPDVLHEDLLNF
# PAFAH2 inh = PAFAH2 enzyme inhibitors, primary screen, biochemical, fluorescence polarization, human | recombinant PAFAH2, FP-rhodamine activity probe | AID 492956, 2010 | 340,000 tested, 0.99% active | Platelet-activating factor acetylhydrolase 2, cytoplasmic (Homo sapiens), Q99487 | inhibition, % at 3.39 µM;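 active means inhibition above the mean over all tested compounds plus 3 SD, cut at about 30% in these data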;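 further: inhibitors block probe labeling of enzyme so polarization drops; 0% = enzyme with DMSO and 100% = wells lacking PAFAH2 protein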
# * hit, by the source's call; nt = not tested or not shown. Only part of the results is shown (hit frequency here may not be typical).
SMILES,PAFAH1B3 inh,LYPLA1 counter,PREPL inh,PAFAH1B2 FP inh,LYPLA2 counter,pPAFAH inh,EBNA-1 inh,ZTA DNA inh,PAFAH2 inh
CCOC(=O)C(CCC(C)=O)C(=O)c1ccccc1 (stereo unspecified),-3,1,14,5,0,2,13,1,8
COc1ccc(CNC(=O)CN(Cc2ccc(OC)cc2)C(=O)CCC(=O)Nc2ccccn2)cc1,7,-2,-3,-2,1,7,1,-1,4
O=S(=O)(Nc1cccc(-c2ccc(N3CCCCCC3)nn2)c1)c1ccc(C(F)(F)F)cc1,0,-17,-3,7,-35,3,1,-2,-11
CCc1ccccc1NC(=O)CSc1nnc(-c2cc(C)[nH]n2)n1N,9,1,2,3,6,4,-2,-1,-2
Oc1ccc(Cl)cc1C=Nc1ccc(Br)cc1,7,-1,2,13,-6,3,2,-2,7
Cc1cccc(OCc2nc3ccccc3c(=O)n2N)c1,4,-2,10,1,5,2,-1,12,0
CC(C)CN1C=C2C(=O)C(C)(OC(=O)CCc3ccccc3)C(=O)C=C2C=C1c1ccc(C#N)cc1 (stereo unspecified),9,1,2,15,-2,5,4,10,4
COc1ccc(C(=O)Nc2nc3nccc(-c4ccccc4)n3n2)cc1,6,2,-2,1,5,0,-4,-2,4
CC(=O)c1c(C)[nH]c(C(=O)Nc2cccc(S(=O)(=O)N(C)C)c2)c1C,10,0,-2,2,25,1,2,2,0
Cc1cc(NCCCN2CCOCC2)n2c(nc3ccccc32)c1C#N,-1,-4,6,9,-6,3,0,13,0
COCCn1c(C)cc(C(=O)COC(=O)c2cccc(O)c2)c1C,-6,1,3,-2,9,5,3,4,11
CCCC/S(C)=N/S(=O)(=O)c1ccc(C)cc1 (stereo unspecified),-1,-4,4,0,-1,6,-5,3,-2
O=C(Nc1ccc(Br)cc1)c1cccc(N2C(=O)CCC2=O)c1,6,-1,-7,-2,-3,-6,-4,2,-2
COc1cc(N)c(Cl)cc1C(=O)OCC(=O)NCC1CCCCC1,6,nt,10,0,nt,3,nt,nt,60*
COc1ccc(OC)c(Cc2nnc(CCC(=O)N3CCC(N4CCCCC4)CC3)o2)c1,nt,6,7,nt,-3,3,-11,4,nt
CCN(CC)C(=O)CSc1nc(-c2cccs2)cc(-c2cccs2)c1C#N,3,-7,-10,2,-10,3,5,-13,-10
Cc1ccc2cccc(OC(=O)c3ccc4c(c3)OCCO4)c2n1,7,5,3,1,11,6,-8,3,-8
O=C(NCC(=O)N(Cc1ccccc1)C(C(=O)NC1CCCCC1)c1ccco1)c1ccco1 (stereo unspecified),3,2,0,2,2,-1,-13,-27,-4
CCOC(=O)COc1coc(CN2CCN(c3ccc(F)cc3)CC2)cc1=O,1,0,3,6,-2,4,8,8,4
On1c(-c2ccccc2Cl)nc2ccccc21,1,4,1,1,4,5,3,11,3
COc1ccc(OC)c(NC(=O)COC(=O)CCc2nc3ccccc3c(=O)[nH]2)c1,1,nt,21,0,nt,-4,nt,nt,10
Cc1cccc(N2CCN(S(=O)(=O)c3c(C)[nH]c(C)c3C(=O)N3CCCC3)CC2C)c1 (stereo unspecified),2,3,2,7,8,6,1,-4,1
CSCCC(NS(=O)(=O)c1ccccc1)C(=O)OC(C)C(=O)Nc1ccc(Cl)cn1 (stereo unspecified),8,-2,-36,-1,3,3,nt,-11,1
CCn1cc([N+](=O)[O-])c(C(=O)Nc2ccc(Cn3nc(C)cc3C)cc2)n1,-5,4,9,-3,4,3,1,-3,-4
CCNc1nc(NCC)n2c(SCC(=O)Nc3cc(Cl)ccc3OC)nnc2n1,8,0,-7,4,0,1,2,-2,2
CC(OC(=O)c1cc(O)c2ccccc2c1O)C(=O)Nc1ccc(C(N)=O)cc1 (stereo unspecified),14,0,17,11,5,16,-4,-7,14
CCCCNc1c(-c2ccc(OC)c(Sc3ccc(OC)cc3)c2)nc2ccc(Cl)cn12,0,nt,22,0,nt,4,nt,nt,15
Clc1cccc(Cc2ccc(Cl)nn2)c1,-9,1,-8,4,5,4,4,8,-1
COc1cc(-c2cc(C(=O)OCC(=O)Nc3ccc4c(c3)OCO4)c3ccccc3n2)cc(OC)c1OC,-1,-2,0,0,-10,5,-9,-18,-5
CN(c1ccccc1C(=O)O)S(=O)(=O)c1ccc2c3c(cccc13)C(=O)N2,6,-3,1,3,0,12,3,-2,8
Cc1ccc(NC(=O)CCN2C(=O)c3ccccc3S2(=O)=O)cc1F,5,1,-2,2,-6,2,6,4,-1
COCC(=O)N(Cc1ccccc1)c1ccccn1,3,0,17,3,5,5,-2,-4,1
COc1cccc(-c2nc(CS(=O)CC(=O)NCCc3ccc(C)cc3)c(C)o2)c1 (stereo unspecified),4,-1,-5,4,-4,6,-4,-8,10
CNC(=O)CC1C(=O)N(c2ccc(F)cc2)C(=S)N1NC(=O)c1ccc(Cl)cc1 (stereo unspecified),8,1,0,12,1,7,14,18,-13
COC(=O)c1ccc(Nc2nc(C)cc(=O)[nH]2)cc1,3,-4,-2,0,-5,-8,-8,0,-1
CCOc1ccc(-n2c(O)cc(=O)[nH]c2=O)cc1,3,-1,2,1,2,4,2,5,6

# Another view of part of the listing above:
canonical_smiles | PAFAH1B3 inh | LYPLA1 counter | PREPL inh | PAFAH1B2 FP inh | LYPLA2 counter | pPAFAH inh | EBNA-1 inh | ZTA DNA inh | PAFAH2 inh
Clc1cccc(Cc2ccc(Cl)nn2)c1 | -9 | 1 | -8 | 4 | 5 | 4 | 4 | 8 | -1
COc1cc(-c2cc(C(=O)OCC(=O)Nc3ccc4c(c3)OCO4)c3ccccc3n2)cc(OC)c1OC | -1 | -2 | 0 | 0 | -10 | 5 | -9 | -18 | -5
CN(c1ccccc1C(=O)O)S(=O)(=O)c1ccc2c3c(cccc13)C(=O)N2 | 6 | -3 | 1 | 3 | 0 | 12 | 3 | -2 | 8
Cc1ccc(NC(=O)CCN2C(=O)c3ccccc3S2(=O)=O)cc1F | 5 | 1 | -2 | 2 | -6 | 2 | 6 | 4 | -1
COCC(=O)N(Cc1ccccc1)c1ccccn1 | 3 | 0 | 17 | 3 | 5 | 5 | -2 | -4 | 1
COc1cccc(-c2nc(CS(=O)CC(=O)NCCc3ccc(C)cc3)c(C)o2)c1 (stereo unspecified) | 4 | -1 | -5 | 4 | -4 | 6 | -4 | -8 | 10
CNC(=O)CC1C(=O)N(c2ccc(F)cc2)C(=S)N1NC(=O)c1ccc(Cl)cc1 (stereo unspecified) | 8 | 1 | 0 | 12 | 1 | 7 | 14 | 18 | -13

# (more compounds)
SMILES,PAFAH1B3 inh,LYPLA1 counter,PREPL inh,PAFAH1B2 FP inh,LYPLA2 counter,pPAFAH inh,EBNA-1 inh,ZTA DNA inh,PAFAH2 inh
COc1ccccc1C1=NOC(COC(=O)c2ccc([N+](=O)[O-])cc2)C1 (stereo unspecified),nt,1,18,nt,4,12,-7,-18,nt
N#Cc1c(NC(=O)CCN2C(=O)c3ccccc3C2=O)oc(-c2ccccc2)c1-c1ccccc1,-2,-6,-11,6,-5,8,13,-3,-26
CC(=O)c1c(C(C)=O)c(C)n(-c2ccc(C(=O)O)cc2)c1C,5,8,4,2,15,-1,0,1,-5
NC(=O)C12CCCC(Br)(CCC1)C2,-5,5,-6,5,4,3,-3,-8,2
CCOc1ccc2nc(/N=C/c3nc(-c4ccc(Br)cc4)oc3O)sc2c1,-3,-1,-1,-9,3,7,5,8,-4
Cc1nc(-c2ccccc2)sc1C(=O)CSc1ccccc1,-3,-3,-19,6,-5,13,-1,-6,-6
O=C(OCCNc1nc(-c2ccccc2)nc2ccccc12)c1cccnc1,-1,-5,-3,-2,-2,2,-5,5,-12
C=CCn1cc(C(=O)NCCCN(CC)CC)c(=O)c2cc(S(=O)(=O)N3CCC(C)CC3)ccc21,6,3,1,2,10,2,-1,6,0
Cc1ccc(/C=C/C(=O)NCc2ccc3c(c2)OCO3)o1,7,4,0,5,1,5,11,6,-6
Cc1ccc(NC(=O)CN(C)C(=O)c2ccc(-n3cncn3)c([N+](=O)[O-])c2)cc1,8,5,7,2,14,3,2,-19,-4
Cc1cccc(C(=O)NC2CC3CCCC(C2)N3C(=O)NC2CCCCC2)c1 (stereo unspecified),8,1,-7,0,-2,-1,-5,-3,9
CSCC[C@H](NC(=O)c1cc2c([nH]c3ccccc32)c(-c2ccccc2)n1)C(=O)O,6,-6,5,7,5,2,13,10,1

# Full records as entered above.
# Entry for `O=C(OCCNc1nc(-c2ccccc2)nc2ccccc12)c1cccnc1` = PAFAH1B3 inh: -1; LYPLA1 counter: -5; PREPL inh: -3; PAFAH1B2 FP inh: -2; LYPLA2 counter: -2; pPAFAH inh: 2; EBNA-1 inh: -5; ZTA DNA inh: 5; PAFAH2 inh: -12
# Entry for `NC(=O)C12CCCC(Br)(CCC1)C2` = PAFAH1B3 inh: -5; LYPLA1 counter: 5; PREPL inh: -6; PAFAH1B2 FP inh: 5; LYPLA2 counter: 4; pPAFAH inh: 3; EBNA-1 inh: -3; ZTA DNA inh: -8; PAFAH2 inh: 2

# Following part.
SMILES,PAFAH1B3 inh,LYPLA1 counter,PREPL inh,PAFAH1B2 FP inh,LYPLA2 counter,pPAFAH inh,EBNA-1 inh,ZTA DNA inh,PAFAH2 inh
C=CCN(c1ccc(C(=O)Nc2cc(C)cc(C)c2)cc1)S(C)(=O)=O,0,2,-7,-2,4,8,5,-2,1
Cc1ccc(S(=O)(=O)/N=C(/c2ccccc2)N(C)c2ccc(O)cc2)cc1,11,-1,15,8,2,-3,2,16,3
O=c1c2c3c(sc2nc2n1CCC2)CCCCC3,4,3,16,0,16,3,3,-17,0
CCN(CC(=O)NCc1cccs1)C(=O)COc1ccc(C(N)=O)cc1,7,2,1,-2,-3,-2,nt,13,5
COC(=O)CCN(C)CCC(=O)OC,2,3,-6,0,2,2,9,1,3
CN(Cc1ccccc1)C(=O)C(C(=O)c1ccc(F)cc1)n1cc(Cl)ccc1=O (stereo unspecified),0,6,20,2,15,1,-2,-16,12
O=C(Nc1ccc(F)cc1)C(c1ccccc1)N1CCN(S(=O)(=O)c2c(F)cccc2F)CC1 (stereo unspecified),6,-7,13,3,-8,2,4,-15,1
COC(=O)[C@]1(Cc2ccccc2)N[C@H](CN(C)C(=O)c2ccc(C)cc2)[C@@H]2C(=O)N(Cc3ccccc3)C(=O)[C@@H]21,4,nt,6,7,nt,2,nt,nt,10
Cc1ccc(C(=O)N/C(=C\C=C\c2ccccc2)C(=O)NCc2ccco2)cc1,7,1,-10,0,0,5,9,-6,-3
CCOc1ccc(NC(=O)CN2C(=O)CSc3ccc(S(=O)(=O)N4CCOCC4)cc32)cc1,12,0,14,2,8,6,3,10,2
Cc1c(Cc2ccccc2)c(=O)oc2cc(OCC(=O)c3ccccc3)ccc12,-2,-2,4,5,4,3,-1,16,-16
